# Bioassay records from PubChem BioAssay.
# Hsp70 activator: switches on Hsp70 transcription; actives 0.04% (n = 200,000); AID 1203; HeLa Hsp70 promoter luciferase reporter, luminescence; scaled: vehicle 0, proteasome-inhibitor control 100%; activation, % at 10 µM;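 active = activation above the mean across all tested compounds plus 3 SD, cutoff set per campaign, cut at about 5.5% in these data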;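 note: 100% = MG132 at 30 µM as the positive control and 0% = DMSO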
# FLuc act counter: affects firefly luciferase, flagging false hits in luciferase stimulation screens; P08659; ATPlite luciferase biochemical, luminescence, 10 min; 0 = ATP-free wells, 1 = DMSO control; activation factor at 10 µM; 200,000 tested, under 10 active; AID 1027;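 active = luciferase activation factor, scaled between plate controls, of at least 2 with compound at 10 µM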
# Target sequence (P08659 whole entry, looked up): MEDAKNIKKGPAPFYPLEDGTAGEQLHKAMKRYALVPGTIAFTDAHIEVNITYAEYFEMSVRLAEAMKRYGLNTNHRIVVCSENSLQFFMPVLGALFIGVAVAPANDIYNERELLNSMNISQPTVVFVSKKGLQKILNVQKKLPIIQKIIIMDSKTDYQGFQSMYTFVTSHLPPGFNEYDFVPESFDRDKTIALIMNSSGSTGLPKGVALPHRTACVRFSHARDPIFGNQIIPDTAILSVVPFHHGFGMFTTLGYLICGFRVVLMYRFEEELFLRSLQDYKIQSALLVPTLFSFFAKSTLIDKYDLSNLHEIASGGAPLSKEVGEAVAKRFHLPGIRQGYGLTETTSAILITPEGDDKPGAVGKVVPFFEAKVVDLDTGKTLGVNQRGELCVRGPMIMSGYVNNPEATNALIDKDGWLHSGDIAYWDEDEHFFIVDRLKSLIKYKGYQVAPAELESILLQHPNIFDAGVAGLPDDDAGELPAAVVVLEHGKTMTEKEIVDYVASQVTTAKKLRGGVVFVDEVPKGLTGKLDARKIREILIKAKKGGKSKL
#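 Material: luciferase plus luciferin reagent, cell-free. Medium: PBS buffer for ATP. Also added: ATP substrate, dispensed from a 10.24 µM working solution in PBS. Doses: test compounds dosed from 2 mM stocks in 100% DMSO. Incubation: 10 min post-reagent at room temperature. Technique: light output (luminescence). Read-out basis: luminescence gain marking luciferase activators.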
# Redox H2O2 prof: compounds producing H2O2 with reducing agent – biochemical, NIH compound library profiling, artefact control for MLSCN library redox annotation, primary screen; DTT-dependent redox cycling H2O2, phenol red/HRP absorbance; 100% = 100 µM peroxide control, 0% = buffer; activation, % at 10 µM; actives 0.03% (n = 200,000); AID 878;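 active = activation of at least 50% relative to the plate's high and low controls in the primary single-dose screen; inactive = activation below 50%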;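 note: compound incubated with DTT at 0.8 mM final as the reducing agent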
# NF-kB expr up: NF-kB expression increase, human neuronal cells. NF-kB reporter expression; active compounds read high. fold change at 12.5 µM. actives 1.6% (n = 190,000); in the data active = fold change above about 3.3
# Efa HMGR inh: blocks class II HMG-CoA reductase of Enterococcus faecalis | purified E. faecalis HMGR, NADPH absorbance 340 nm kinetic | inhibition, % at 10 µM | actives 0.41% (n = 190,000);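 active = inhibition above a set limit, the median over all tested compounds plus 3 SD, cut at about 9.5% in these data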;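 note: enzyme runs in reverse so mevalonate oxidation gives rising NADPH absorbance; 0% = complete reaction with DMSO and 100% = background rate lacking mevalonate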
# APP 5UTR inh: APP translation inhibition | SH-SY5Y APP 5'UTR-luciferase reporter, luminescence | inhibition, % at 2 µM | actives 0.82% (n = 190,000);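 active = inhibition above a set limit, derived from the sample mean plus 3 SD, cut at about 45% in these data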; note: values of inactives mirror those of a sister screen read the other way
# STAT1 act: increases IFN-gamma driven STAT1 reporter signal; NIH 3T3 STAT1-luciferase reporter, luminescence; 100% = IFN-gamma alone, no compound; activation (% of control), % at 5.5 µM; actives 2.6% (n = 200,000); AID 932;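 active = activation above the screen-wide mean activation plus 3 SD, cut at about 130% in these data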;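 note: raw ratio to IFN-gamma control signal so 100% means no change and 0% no light; values of inactives mirror those of a sister screen read the other way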
# FLuc inh counter: counter-screen for luciferase assay inhibitors: firefly luciferase inhibition; inhibition, % at 10 µM; P08659; actives 1.5% (n = 200,000); ATPLite firefly luciferase biochemical luminescence, 10 min;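 active = inhibition above about 50% when tested at 10 µM, limit read from the data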
# APP 5'UTR act: activates APP 5'UTR luciferase reporter | SH-SY5Y APP 5'UTR luciferase reporter, luminescence; zero percent = DMSO vehicle wells | actives 1% (n = 190,000) | activation, % at 2 µM | AID 1276;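 active = activation above a set limit, based on mean plus 3 SD of controls, cut at about 140% in these data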; note: values of inactives mirror those of a sister screen read the other way
# G6PDH CS: inhibits Leuconostoc G6PDH, flagging false hits in G6PDH-based assays; inhibition, % at 5 µM; AID 1020; Purified L. mesenteroides G6PDH, diaphorase/resazurin coupled fluorescence, 45 min; actives 0.12% (n = 200,000); in the data active = inhibition above about 50%
# Numbers without * were called inactive; . = no result given; & = joins results of further samples.
SMILES,Hsp70 activator,FLuc act counter,Redox H2O2 prof,NF-kB expr up,Efa HMGR inh,APP 5UTR inh,STAT1 act,FLuc inh counter,APP 5'UTR act,G6PDH CS
Cc1cccc2cc(C#N)c(NCCCn3ccnc3)nc12,0.1,1.1,2.0,0.81,2,8,102,-10,-8,9
COc1ccc(Br)cc1CNC(=O)Nc1cccs1,-0.3,1,0.2,1.1,1,-2,97,-4,2,1
CCOc1ccc(CCNC(=O)C2CCCN2C(=O)OCc2ccccc2)cc1OCC (configuration not stated),-0.3,1,-1.1,1.2,0,-10,102,-4,10,4
CC(C)OCCCNC(=O)c1c(N)n(/N=C/c2cccs2)c2nc3ccccc3nc12,-0.2,1.1,8.4,0.53,-1,9,103,-10,-9,1
CCOC(=O)/C(C#N)=C/c1cn(CCC(=O)O)nc1-c1cccc(Br)c1,-0.2,1,0.2,1,1,-14,106,-4,14,2
N#Cc1cnn(-c2ncnc3sc4c(c23)CCCC4)c1N,-0.2,1,1.3,0.95,-5,.,90,-1,.,6
CC(C)C(=O)Nc1cccc(C(=O)OCC(=O)c2ccc(Cl)cc2Cl)c1,-0.3,0.5,0.2,1.3,-5,-5,98,54*,5,-2
COc1ccc(S(=O)(=O)NC(CC(=O)NCCc2ccc(OC)c(OC)c2)C(C)C)cc1 (configuration not stated),-0.3,1.1,-0.2,1.3,-11,-4,97,-8,4,6
COc1ccc(NC(=O)C(NC(=O)OC(C)(C)C)C(C)OCc2ccccc2)cc1 (configuration not stated),-0.2,1,-2.4,0.95,1,-21,92,-3,21,-4
O=C(c1ccc(-c2nnc(Nc3ccccc3)c3ccccc23)cc1)N1C[C@H]2C[C@H](C1)c1cccc(=O)n1C2,0.0,1.1,3.0,0.98,-4,8,101,-6,-8,2
Cc1nnc(SCc2ccc(F)cc2)s1,-0.3,1,0.8,1.5,-3,-39,106,1,39,-2
Cc1ccc(-c2nn(-c3cc(Cl)ccc3[N+](=O)[O-])c(=O)c3ccccc23)cc1,-0.2,1.1,-5.5,1,-3,-3,95,-5,3,0
O=C(O)c1ccc(Br)c(S(=O)(=O)N2CCCC2)c1,-0.1,1,0.9,1.2,2,6,103,0,-6,9
COC(=O)CN(CCc1ccccc1)S(=O)(=O)c1ccc(OC)c(OC)c1,0.1,1,-0.1,0.99,0,-1,103,-1,1,5
CCCn1nc([N+](=O)[O-])c(C(C#N)c2nc3ccccc3o2)c(Cl)c1=O (configuration not stated),-0.2,0.9,0.9,1.1,-6,12,95,6,-12,-5
CCNC(=O)C1CCCN1S(=O)(=O)c1ccc(C)cc1 (configuration not stated),-0.1,1.1,0.3,0.99,-4,-9,104,-6,9,0
CCC(C)(C)n1nnnc1CN1CCC(NC(=O)c2ccc(Br)cc2)CC1,-0.1,1,1.0,1.2,-3,9,91,-4,-9,8
O=C(CCN1C(=O)/C(=C/c2ccccc2)SC1=S)NNC(=O)c1cccnc1,0.0,1.1,0.7,0.91,3,-1,105,-7,1,2
Cc1sc(NC(=O)c2ccco2)c(C(c2cccnc2)N2CCCC2)c1C (configuration not stated),-0.3,1,-3.9,1.2,-2,6,109,-3,-5,2
COc1ccc(OC)c2[nH]c(=O)c(CCNC(=O)c3ccc(S(=O)(=O)N4CCCCC4)cc3)cc12,-0.3,1,-2.8,0.35,0,-10,90,-4,10,-1
COc1ccc(OCC(=O)O/N=C(\N)Cc2ccc(Cl)cc2)cc1,0.1,1,-3.5,1.1,-5,13,108,-2,-13,1
Cc1cc(Cl)ccc1Oc1ncnc2onc(C)c12,-0.2,1.1,-0.4,1.2,0,-9,100,-7,9,-4
Cc1cc(C)cc(N2C(=O)C3NN=C(C(=O)OCc4ccccc4)C3C2=O)c1 (configuration not stated),-0.2,1,-0.2,1,-2,-13,94,-1,13,14
O=C1OC(Nc2nccs2)c2ccccc21 (configuration not stated),-0.3,1,-4.1,.,.,-12,99,-5,12,10
Cc1ccc(CSc2ncn(-c3ccccc3)n2)cc1,-0.1,0.9,0.0,1.8,0,-6,104,5,6,9
Clc1nc(NCc2cccnc2)nc(N2CCOCC2)n1,0.0,1,-3.3,1.1,-1,-3,102,-2,3,0
Cc1nonc1CN(C)C(=O)CC1C(=O)NCCN1Cc1ccccc1C(F)(F)F (configuration not stated),-0.5,1,-0.1,0.93,-3,-8,94,-3,8,8
CC(=O)Nc1ccc(-c2nnc(SCC(=O)NCc3ccco3)n2C)cc1,-0.3,1.1,0.2,1.2,-4,-8,106,-7,8,-5
Cc1ccc(/C=C(\C#N)C(=O)NC(C)C)o1,-0.2,1.1,-1.6,1,-4,-7,103,-6,7,-5
CC1CCCC(C)N1C(=O)COc1ccc(F)cc1 (configuration not stated),-0.1,1,0.3,1.4,-3,-26,105,0,26,10
Cc1cc(C(=O)CSc2nc3ccccc3o2)c(C)n1CC1CCCO1 (configuration not stated),-0.3,0.8,-0.2,0.78,-14,-47,142*,22,47,6
COc1ccccc1NC(NC(=O)c1cccnc1)C(Cl)(Cl)Cl (configuration not stated),0.1,1.1,-0.9,.,-3,5,105,-8,-5,1
OC(CNCC1COc2ccccc2O1)COCc1cccs1 (configuration not stated),0.7,0.9,2.5,1.2,-6,15,102,6,-15,-3
CCOC(=O)CSc1nnc(CNC(=O)c2cccs2)n1CCc1ccccc1,-0.3,1,1.6,1.1,-4,-6,105,2,6,-1
CCOC(=O)CSc1nnc(NC(=O)c2cccc(S(=O)(=O)N3CCCCC3)c2)s1,-0.3,1,1.6,1.1,1,6,106,-1,-6,-1
CCCCNC(=S)N/N=C/c1cc(C)ccc1C,-0.3,1.1,-0.1,1.2,-5,12,108,-5,-12,-7
COC(=O)c1ccc(Cl)c(NC(=O)CN(c2ccc(OC)cc2)S(=O)(=O)c2ccccc2)c1,-0.3,.,3.1,.,.,8,90,.,-8,.
CCOc1cc(C(=O)NC)cc(Br)c1OC,-0.1,1.1,-3.2,1.1,3,18,94,-8,-18,4
O=C(Nc1ccccc1)Nc1cccc(Cl)c1,0.1,0.9,0.1,1.7,-3,-41,107,15,41,4
CCn1c(SCC(=O)Nc2oc(-c3ccccc3)c(-c3ccccc3)c2C#N)nnc1-c1cc(OC)cc(OC)c1,-0.5,1.1,0.1,0.61,-3,.,101,-5,.,3

# Structures listed so far printed as active in STAT1 act.
SMILES | Hsp70 activator | Redox H2O2 prof | NF-kB expr up | Efa HMGR inh | APP 5UTR inh | STAT1 act | APP 5'UTR act | G6PDH CS
Cc1cc(C(=O)CSc2nc3ccccc3o2)c(C)n1CC1CCCO1 (configuration not stated) | -0.3 | -0.2 | 0.78 | -14 | -47 | 142* | 47 | 6

# Additional compounds follow:
SMILES,Hsp70 activator,FLuc act counter,Redox H2O2 prof,NF-kB expr up,Efa HMGR inh,APP 5UTR inh,STAT1 act,FLuc inh counter,APP 5'UTR act,G6PDH CS
Cc1ccc(C(=O)Nc2cccc3ncccc23)cc1[N+](=O)[O-],-0.5,1,-0.7,1.4,-2,2,106,-1,-2,3
Cc1cc(C)cc(NC(=S)Nc2ccccn2)c1,-0.3,1,0.1,1.1,5,-12,96,1,12,8
O=C(COC(=O)c1cccc2ccccc12)Nc1ncc(C(F)(F)F)cc1Cl,-0.2,1,0.1,1.2,1,-13,96,-1,13,13
O=C(O)c1ccc2c(c1)ncn2C1CCCCC1,-0.2,1.1,-4.2,1.2,1,6,98,-8,-6,-10
COc1ccc(C2C3=C(OC(C)=O)c4ccccc4C3=Nc3c2c(=O)n(C)c(=O)n3C)cc1 (configuration not stated),-0.2,1.1,1.1,0.95,1,-2&-6,88,-7,2&6,-37
O=C(c1ccco1)N1CCN(c2nc3ccccc3c(=O)n2-c2ccccc2)CC1,-0.4,1,0.0,0.74,-3,-2,104,-2,2,5
C/C(=N\NC(=O)COc1ccc(C(C)(C)C)cc1)c1ccc2c(c1)OCCO2,-0.4,0.9,0.1,1.1,-3,10,92,7,-10,-1
COc1ccc(N2CCN(C(c3cccs3)C(C)NS(=O)(=O)c3ccccc3)CC2)cc1 (configuration not stated),-0.5,1.1,-1.2,0.9,-1,11,90,-6,-11,-27
Cc1nn(C)c(C)c1NC(=O)CCCSc1nc(-c2ccco2)cc(C(F)(F)F)n1,0.3,1.1,1.0,0.61,-7,4,103,-6,-4,7
CCOc1nc(-c2ccccc2)ccc1-c1noc(-c2cccs2)n1,-0.1,1,0.6,1.2,0,-8,100,2,8,4
O=C(COc1ccccc1)NC(Cc1c[nH]c2ccccc12)C(=O)O (configuration not stated),-0.3,1,2.3,1.1,-9,-18,93,-2,18,2
COC(=O)c1c(C)oc2c1cc(NS(=O)(=O)c1cccs1)c1ccccc12,0.1,1.1,-0.2,0.93,-3,0,103,-6,0,17
O/N=C1\CCCc2ccccc21,-0.4,1,-1.0,0.96,2,8,94,-4,-8,4
COc1ccc(C(=O)OCc2cc3cccc(C)c3[nH]c2=O)cc1,0.4,1,0.5,1.1,1,-6,102,-4,6,0
CC(C)CSc1nc2c(c(=O)[nH]c(=O)n2C)n1CCc1ccccc1,-0.2,1,-0.6,1.6,-3,9,104,-3,-9,3
O=C(NCCCN1CCN(C2CCCCC2)CC1)Nc1ccccc1C(F)(F)F,0.3,1,1.0,1.4,-2,1,96,-5,-1,5
O=[N+]([O-])c1ccccc1/C=C/C=N/N1CCCCC1,0.3,0.5,-2.3,4.5*,2,-99,155*,46,99,2
COc1ccc(N(CC(=O)Nc2cccc(C(C)=O)c2)S(C)(=O)=O)cc1OC,-0.3,1,-2.4,0.86,-3,-2,98,-3,2,1
COc1ccc(C(=O)/C=C/Nc2cc(C)on2)cc1,0.0,0.8,1.0,4.3*,-7,37,139*,25,-37,0
CCCn1c(C)nc2c(c1=O)c1nc3ccccc3nc1n2CCc1ccccc1,0.2,.,2.5,.,.,-12,104,.,12,.

# Part of the list above, with bars between the fields.
smiles | Hsp70 activator | FLuc act counter | Redox H2O2 prof | NF-kB expr up | Efa HMGR inh | APP 5UTR inh | STAT1 act | FLuc inh counter | APP 5'UTR act | G6PDH CS
CCOc1nc(-c2ccccc2)ccc1-c1noc(-c2cccs2)n1 | -0.1 | 1 | 0.6 | 1.2 | 0 | -8 | 100 | 2 | 8 | 4
O=C(COc1ccccc1)NC(Cc1c[nH]c2ccccc12)C(=O)O (configuration not stated) | -0.3 | 1 | 2.3 | 1.1 | -9 | -18 | 93 | -2 | 18 | 2
COC(=O)c1c(C)oc2c1cc(NS(=O)(=O)c1cccs1)c1ccccc12 | 0.1 | 1.1 | -0.2 | 0.93 | -3 | 0 | 103 | -6 | 0 | 17

# Remaining list, next part
SMILES,Hsp70 activator,FLuc act counter,Redox H2O2 prof,NF-kB expr up,Efa HMGR inh,APP 5UTR inh,STAT1 act,FLuc inh counter,APP 5'UTR act,G6PDH CS
NC(=O)c1cccc2c(=O)oc3ccccc3c12,0.4,1,-2.4,1.3,-4,-2,104,-3,2,15
O=C(N1CCOCC1)C1(c2ccc(Cl)cc2)CCCC1,0.0,1,0.0,1.2,-3,18,97,0,-18,5
COc1ccc(N(C(=O)Cn2cnc3ccccc32)C(C(=O)NC2CCCCC2)c2ccccc2)cc1 (configuration not stated),-0.3,1.1,1.2,0.76,-1,-5,106,-5,5,-14
Cn1nccc1C(=O)N1CCc2ccccc21,-0.3,1,-0.2,1.3,-17,-3,88,2,3,2
CC(O)c1c(-c2ccccc2)nn(C)c1Cl (configuration not stated),-0.1,1.1,12,1.1,-7,-15,102,-9,15,10
COc1ccc(-n2nnc3c(=O)n(C/C=C/c4ccccc4)cnc32)cc1,-0.3,1.1,1.3,1.1,-1,8,92,-7,-8,-40
